Screening data deposited in PubChem by National Center for Advancing Translational Sciences (NCATS).
NPSR antagonist = neuropeptide S receptor (human) antagonism, cAMP | AID 1461 | Potency, µM (titrated, usually from 38.3 µM), without a hit: at the highest dose activity change, negative = inhibition, actives largely listed as inhibitors | Q6W5P4 | actives 1% (n = 220,000) | CHO-NPSR cells, cAMP TR-FRET, antagonist mode; also: potency is read from the fitted curve at half-maximal effect; % is scaled to controls: 0 for no effect and ±100 for the full control effect; nearly all actives have a fitted effect of over 50% in size; many of its hits are not listed in these tables
Tau fibril FP = blocks human tau fibril formation measured by polarization. K18 P301L tau heparin fibrillization, Alexa594 FP, 6 h. AID 1468. Potency, µM (series often up to 57.7 µM), for the others: at the top dose activity, negative = inhibition, hits mostly inhibitors. actives 0.39% (n = 280,000). P10636; also: potency is read from the fitted curve at half-maximal effect; % is scaled to controls: 0 for no effect and ±100 for the full control effect; nearly all actives have a fitted effect of over 55% in size
Target sequence (P10636 561-689 P618L limits assumed): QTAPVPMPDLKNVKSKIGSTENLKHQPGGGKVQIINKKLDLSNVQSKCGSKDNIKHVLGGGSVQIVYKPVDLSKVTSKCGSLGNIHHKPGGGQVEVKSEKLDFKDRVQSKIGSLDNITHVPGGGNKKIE
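Compound effects on tau fibrillization are measured by Alexa 594 fluorescence polarization (ex 555, em 632 nm). K18 P301L tau is used at 15 uM with 0.24 uM labeled tracer, and 20 uM heparin induces aggregation over 6 hr at 37 C.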
GLA spleen mod = alpha-galactosidase A (human) modulation; P06280; human spleen homogenate, 4MU-alpha-Gal fluorescence, 40 min; Potency, µM (top dose mostly 80 µM), inactives show at the highest dose activity change, negative = inhibition, usual class: inhibitors; actives 0.008% (n = 240,000);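 also: potency is read from the fitted curve at half-maximal effect; 0% = enzyme with vehicle and -100% = no enzyme basal signal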
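Spleen homogenate 1 ug + cpd (titration) + 4-MU-alpha-D-galactopyranoside 1 mM; 37C 40 min; 50 mM citrate/phosphate pH 5.0, 0.01% Tween-20; stop pH 10; fluorescence 365/440; AC50 via Hill.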
Tau fluor cs = counter-screen for tau fibril formation inhibitors; actives 0.93% (n = 280,000); Potency, µM (titrated, usually from 57.7 µM), for the others: top-dose activity change, negative = decrease; tau K18 P301L Alexa594 fluorescence, heparin fibrillization; also: potency is read from the fitted curve at half-maximal effect; % is scaled to controls: 0 for no effect and ±100 for the full control effect; nearly all actives have a fitted effect of over 55% in size
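Human tau K18 P301L (15 uM unlabeled, 0.24 uM Alexa 594-labeled) in 100 mM sodium acetate pH 7 with 20 uM heparin, 6 hr at 37 C. ThT 30 uM added, 1 hr ambient; Alexa 594 FP and total fluorescence read at 555/632 nm.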
TRb SRC2 PPI = inhibitors of human thyroid hormone receptor beta-SRC2 interaction; P10828; TRbeta-SRC2 peptide binding, fluorescence polarization; receptor liganded with 1 µM T3; Potency, µM (doses to about 106 µM), for the others: at the highest dose activity change, negative = inhibition, hits mostly inhibitors; actives 0.065% (n = 280,000); AID 1469;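 also: potency is read from the fitted curve at half-maximal effect; plate controls were bound peptide for no effect and peptide without receptor for full effect; nearly all actives have a fitted effect of over 50% in size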
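Human TRb LBD (0.6 uM) plus Texas Red-labeled SRC2 peptide (20 nM), 1uM T3, 5% DMSO, 5 hr at ambient temperature. Decreased polarization (555/632 nm) flags inhibition; data normalized to free and bound peptide controls.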
TR SRC2 fluor cs = counter-screen for TRb-SRC2 inhibitors: fluorescence interference | TRb/SRC2 Texas Red total fluorescence interference | Potency, µM (top dose mostly 106 µM), for the others: top-dose fluorescence change, negative = quenching | actives 0.29% (n = 280,000) | AID 1479; active = well fitted curve in either direction with a large enough effect; inconclusive = small, poorly fitted or top-dose-only effect; also: potency is read from the fitted curve at half-maximal effect; % is scaled to controls: 0 for no effect and ±100 for the full control effect
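Flags fluorescent or light-absorbing compounds by total fluorescence, S + 2P, at 555 nm excitation and 632 nm emission. Mixture: 20 nM Texas Red SRC2 peptide, 0.6 uM human TRb LBD, 1 uM T3, 5% DMSO; compound exposure 5 h at ambient temperature.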
Epigenetic derep = epigenetic control regulation, reporter derepression | murine LDR cells, GFP reporter derepression, 30 h | actives 0.2% (n = 280,000) | Potency, µM (doses to about 53.9 µM), without a hit: at the highest dose GFP activation, actives largely listed as activators; also: potency is read from the fitted curve at half-maximal effect; % of control where 0% means no effect; nearly all actives have a fitted effect of over 60% in size
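Murine LDR cells carrying a silenced, genomically integrated CMV-driven GFP reporter were exposed to compound for 30 hours at 37 C. After PBS washes, GFP-positive cells (20–120 um objects) were counted by laser-scanning microplate cytometry.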
CBFb-RUNX1 inh = CBF-beta/RUNX1 interaction disruption | Q01196+Q13951 | AlphaScreen CBFb-His/RUNX1-biotin binding, biochemical | Potency, µM (series often up to 59.8 µM), for inactives: at the highest dose activity, negative = inhibition, actives largely listed as inhibitors | 230,000 tested, under 10 active; also: % of control where 0% means no effect
Target sequence (Q01196 whole entry, looked up): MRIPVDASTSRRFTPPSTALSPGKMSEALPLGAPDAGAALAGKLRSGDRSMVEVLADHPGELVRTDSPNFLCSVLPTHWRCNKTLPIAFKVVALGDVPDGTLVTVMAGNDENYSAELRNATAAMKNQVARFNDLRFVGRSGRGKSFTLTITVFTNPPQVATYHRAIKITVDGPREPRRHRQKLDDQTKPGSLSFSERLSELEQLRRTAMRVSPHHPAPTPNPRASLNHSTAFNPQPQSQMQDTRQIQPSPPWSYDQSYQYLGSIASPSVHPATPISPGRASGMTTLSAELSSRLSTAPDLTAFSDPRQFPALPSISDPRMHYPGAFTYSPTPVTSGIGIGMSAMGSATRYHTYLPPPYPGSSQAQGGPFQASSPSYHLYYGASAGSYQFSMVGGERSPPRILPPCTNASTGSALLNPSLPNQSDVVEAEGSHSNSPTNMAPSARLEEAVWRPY
Target sequence (Q13951 whole entry, looked up): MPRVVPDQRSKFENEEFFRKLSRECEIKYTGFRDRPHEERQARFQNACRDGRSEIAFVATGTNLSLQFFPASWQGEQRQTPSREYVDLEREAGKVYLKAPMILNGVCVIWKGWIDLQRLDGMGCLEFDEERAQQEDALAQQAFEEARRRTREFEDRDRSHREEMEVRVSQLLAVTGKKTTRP
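Inhibition was taken as any reduction in AlphaScreen signal from the CBF-beta–RUNX1 pair (His and biotin tags, 30 nM each), measured after compound (15 min) and bead (90 min) incubations at room temperature.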
* hit, by the source's call; ? = inconclusive; / = no result given; [ ] = another dose, or the depositor's remark. Unless noted, calls follow the shape of the dose curve; as a rule, active = well fitted curve in the direction sought with a large enough effect; inconclusive = small, poorly fitted or top-dose-only effect, or another doubt; inactive = no such curve, though single readings can be large; an effect the other way counts as inactive or inconclusive.

SMILES	CBFb-RUNX1 inh	Tau fluor cs	Tau fibril FP	GLA spleen mod	TRb SRC2 PPI	Epigenetic derep	TR SRC2 fluor cs	NPSR antagonist
O=c1c2ccccc2c(C=NCc2ccccn2)c(O)n1-c1ccccc1Cl	-7%	-18%	2%	-18%	-14%	5.9%	-3%	-17%
Cc1ccsc1C(=O)N(c1nc2ccccc2s1)c1c(C)cccc1C	-1%	-13%	-1%	-23%	-11%	-1.0%	1%	?
Cc1ccc(C(=O)O)cc1-c1ccc(/C=C2/NC(=O)N(c3ccccc3)C2=O)o1	?	-27%	-14%	2%	12%	11%	-5%	-21%[46.1 µM]
c1ccc(C(c2ccccc2)N2CCN(Cc3nnnn3C3CCCCC3)CC2)cc1	3%	-9%	1%	-17%	8%	-1.2%	1%	?
COc1cccc(C(=O)NCCN2CCOCC2)c1	1%	4%	2%	0%	-3%	2.2%	-2%	0%[46.1 µM]
COc1cccc(-c2nc(SCC(=O)NCc3ccccc3)c3c(=O)n(C)c(=O)n(C)c3n2)c1	/	-3%	0%	/	2%	-6.9%	-2%	/
CCc1ccc(C(=O)c2cn(CC(=O)Nc3ccc(F)cc3)c3ccc(OC)cc3c2=O)cc1	/	?	?	/	2%	12%	0%	/
COc1cccc(C2=NOC(C(=O)Nc3cccnc3Cl)C2)c1 (stereo unspecified)	0%	-2%	-1%	-4%	-2%	-3.7%	0%	20%
O=C1CS/C(=N/N=C\c2ccn[nH]2)N1	-12%	8%	-12%	-13%	2%	0.0%	-1%	7%
Cc1cc(/C=C2/C(=O)N(C)C(=S)N2C)ccc1N1CCCC1	-11%	?	-3%	-3%	-1%	?	2%	-52%
CC1CCN(S(=O)(=O)c2cn(CC(=O)N3CC(C)CC(C)C3)c(=O)c3ccccc23)CC1 (stereo unspecified)	4%	-2%	-4%	24%	-7%	0.0%	-2%	-12%
CCc1ccc2c(c1)cc(CN(Cc1ccco1)C(C)=O)c1nnnn12	4%	7%	11%	4%	-10%	-0.6%	-2%	-13%
NC(=O)N/N=C/c1ccc(-c2ccc([N+](=O)[O-])cc2)o1	-3%	?	2%	14%	-2%	-3.1%	-1%	-29%
COc1ccc(-c2noc(CCCC(=O)Nc3cccnc3)n2)cc1OC	8%	2%	-8%	8%	-4%	-0.3%	-4%	-6%[7.67 µM]
CN(C)CCNC(=O)c1ccc(Sc2ccc(Br)cc2)c([N+](=O)[O-])c1	0%	?	0%	-2%	3%	-1.2%	-3%	-9%
N#Cc1c(N2C(=O)Nc3ccccc3N2O)sc2c1CCCCCC2	-7%	-1%	3%	3%	-1%	-1.0%	-3%	-22%
COc1ccc(-c2noc(-c3ccc(NCc4cccnc4)c([N+](=O)[O-])c3)n2)cc1OC	/	-16%	-6%	/	8%	0.9%	-1%	/
O=C(NN=C1CCCCCC1)c1cn(-c2ccccc2)nc1-c1ccccc1	7%	-7%	2%	-2%	5%	-0.6%	0%	-22%
COc1ccc(C)cc1NC(=O)C(Sc1nnc2ccccn12)c1ccccc1 (stereo unspecified)	1%	-6%	-2%	2%	4%	0.1%	0%	-6%
Cc1nc2ccccn2c1C(=O)NNC(=S)Nc1ccccc1	9%	1%	4%	3%	4%	-1.1%	-1%	-5%
CCOC(=O)C1=C(C)NC(=O)C(C#N)C1c1ccco1 (stereo unspecified)	8%	0%	-2%	-10%	-28%	1.1%	3%	?
Cc1csc(N)n1	11%	-8%	-13%	-5%	5%	-2.5%	0%	6%
CCCCN(C)C(=S)Nc1ccc(Oc2ccccc2)cc1	1%	?	-4%	8%	-5%	-0.9%	-6%	-13%[46.1 µM]
N/C(CC(=O)Nc1cccc(C(F)(F)F)c1)=N/O	5%	4%	5%	-13%	-11%	-2.3%	-2%	-3%[46.1 µM]
N#CCCN1CCN(C(=S)c2ccc(-c3ccc(Cl)c(Cl)c3)o2)CC1	?	-24%	11%	0%	-1%	4.2%	-1%	-14%[46.1 µM]
COc1ccc(N(CC(=O)NC2CCCCC2)C(=O)CCCC(=O)Nc2ccccn2)c(OC)c1	10%	-2%	?	-2%	-3%	2.6%	-6%	6%[46.1 µM]
Cc1cccc(Nc2nnc(SCc3cc(=O)n4cc(C)ccc4n3)s2)c1	-3%	-27%	5%	-5%	-21%	?	6%	13%
CC(=O)c1cn(CCCCCCCCCCn2cc(C(C)=O)c(=O)[nH]c2=O)c(=O)[nH]c1=O	-2%	0%	?	-20%	-9%	-3.4%	-1%	7%[46.1 µM]
COc1ccc(NS(=O)(=O)c2ccc(OC)c(N(C)S(=O)(=O)c3ccc(Cl)cc3)c2)cc1	-12%	?	10%	1%	5%	-1.1%	-2%	?
CCOC(=O)CSc1nnc(CSc2nc3sc4c(c3c(=O)[nH]2)CCC4)n1-c1ccccc1	1%	-3%	0%	7%	-9%	-3.6%	2%	-14%[46.1 µM]
Cc1cccn2c(=O)c3cc(C(=O)NCc4ccccc4)c(=N)n(CCOCCO)c3nc12	/	0%	15%	/	2%	-0.6%	-3%	/
CC(=O)Nc1c(C)nn(-c2ccccc2)c1N1CCC(C(=O)NCc2ccccc2Cl)CC1	/	-5%	-3%	/	-4%	0.7%	0%	/
CCOC(=O)c1c(C)[nH]c(C)c1S(=O)(=O)N1CCN(c2cccc(C(F)(F)F)c2)CC1	/	?	?	/	-1%	-0.2%	2%	/
N=c1n(CCO)c2ccccc2n1Cc1ccccc1Cl	4%	5%	5%	2%	-2%	1.0%	-4%	10%[46.1 µM]
Cc1ccc(C(C)C)c(OCC(O)CN2CCOCC2)c1 (stereo unspecified)	14%	-3%	-8%	-1%	-6%	2.4%	-7%	2%[46.1 µM]
Cc1ccc(C2(CCNC(C)c3cccs3)CCOC(C(C)C)C2)cc1 (stereo unspecified)	3%	-4%	3%	8%	-3%	4.4%	-3%	-37%
CCOC(=O)CSc1nnc(-c2ccc([N+](=O)[O-])cc2)o1	5%	-26%	-7%	6%	7%	-4.3%	-4%	-19%
COc1cccc(C(=O)Nc2ccc3nc(SCC(=O)N4CCOCC4)sc3c2)c1	/	-29%	-14%	/	-3%	0.0%	-1%	/
CC(=O)c1cc2c(cc1NC(=O)CSc1nnc(C)s1)OCO2	6%	0%	-5%	12%	7%	-2.1%	0%	-7%[46.1 µM]
COc1cccc(CNC(=O)Cn2ncn3nc(-c4cccs4)cc3c2=O)c1OC	/	-4%	-7%	/	6%	-2.8%	0%	/
CCOC(=O)c1sc(N2C(=O)c3oc4ccccc4c(=O)c3C2c2ccc(C(C)(C)C)cc2)nc1C (stereo unspecified)	/	-10%	-10%	/	9%	-1.0%	-6%	/
COc1c(Cl)cnn(-c2ccc(C)cc2)c1=O	0%	-13%	-3%	-6%	-19%	-0.9%	2%	-19%[46.1 µM]
Cc1ccc(C(=O)N2CCCC2)cc1S(=O)(=O)Nc1cccc(C)c1C	-3%	-3%	4%	3%	-1%	-0.5%	-2%	-11%
CC(C)COc1ccc(S(=O)(=O)NNC(=O)c2cc3ccccc3o2)cc1	-6%	-10%	7%	9%	3%	1.0%	-3%	1%
COc1ccc(NC(=O)Cn2nc3n(c2=S)CCC3)cc1	5%	-13%	-14%	7%	-3%	0.0%	-2%	9%[46.1 µM]
CCOC(=O)C1=C(C)NC(=O)NC1c1ccc(N2CCC(c3ccccc3)=N2)cc1 (stereo unspecified)	11%	5%	6%	?	0%	?	18%	35%

These rows are one share of the data, so the mix of outcomes need not match the whole.
